Compound activity from PubChem.
MPTP block = blocks calcium-induced mitochondrial swelling | inhibition, % at 10 µM | AID 602449 | isolated mouse mitochondria, Ca2+ swelling absorbance, 30 min | actives 1.4% (n = 360,000);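 active means inhibition of 50% or more, scaled per plate between neutral and stimulator controls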;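 further: 0% = DMSO wells given calcium and 100% = 1 mM EGTA wells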
CCR6 antag = CCR6 (human) receptor antagonism; inhibition, % at 20 µM; AID 493098; CHO-K1 CCR6 PathHunter beta-arrestin, luminescence, CCL20-stimulated; P51684; actives 0.49% (n = 340,000);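 active means compounds whose inhibition of the agonist-driven luminescence signal at 20 µM reaches about 50%, limit read from the data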;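 further: cells stimulated with CCL20 at 14 nM final; plate controls were DMSO with CCL20 for no effect and DMSO without agonist for full effect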
Target sequence (P51684 whole entry, looked up): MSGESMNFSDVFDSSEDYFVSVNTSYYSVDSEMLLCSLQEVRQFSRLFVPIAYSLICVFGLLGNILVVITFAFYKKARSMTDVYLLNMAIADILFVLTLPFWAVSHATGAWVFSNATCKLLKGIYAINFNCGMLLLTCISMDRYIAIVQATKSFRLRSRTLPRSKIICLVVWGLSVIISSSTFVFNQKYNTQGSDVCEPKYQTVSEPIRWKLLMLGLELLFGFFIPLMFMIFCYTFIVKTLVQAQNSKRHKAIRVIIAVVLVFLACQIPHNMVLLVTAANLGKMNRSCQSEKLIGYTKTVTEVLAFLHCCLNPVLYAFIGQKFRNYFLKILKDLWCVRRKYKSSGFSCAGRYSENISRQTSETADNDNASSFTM
APOBEC3G inh = inhibitors of human APOBEC3G DNA deaminase; Q9HC16; inhibition, % at 20 µM; AID 493012; recombinant A3G, ssDNA deamination FAM/TAMRA fluorescence; actives 0.28% (n = 330,000);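 active means inhibition of at least 40% at 20 µM, with no more than 30% in the related APOBEC3A deaminase screen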;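 further: plate controls were DMSO wells with A3G for no effect and wells lacking A3G enzyme for full effect; some compounds called inactive have numbers as strong as hits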
Target sequence (Q9HC16 whole entry, looked up): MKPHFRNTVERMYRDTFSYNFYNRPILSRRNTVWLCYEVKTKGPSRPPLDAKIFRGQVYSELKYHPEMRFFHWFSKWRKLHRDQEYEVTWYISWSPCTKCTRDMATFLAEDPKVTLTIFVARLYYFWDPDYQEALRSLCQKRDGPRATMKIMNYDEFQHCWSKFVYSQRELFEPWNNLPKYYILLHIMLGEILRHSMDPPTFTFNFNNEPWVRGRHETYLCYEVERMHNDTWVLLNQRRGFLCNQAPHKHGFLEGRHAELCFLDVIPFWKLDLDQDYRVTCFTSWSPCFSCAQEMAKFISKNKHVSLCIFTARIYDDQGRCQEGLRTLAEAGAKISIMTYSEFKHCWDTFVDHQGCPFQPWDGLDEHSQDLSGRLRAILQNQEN
APOBEC3A inh = inhibitors of human APOBEC3A DNA deaminase; P31941; recombinant A3A, FAM/TAMRA ssDNA deamination fluorescence; inhibition, % at 20 µM; actives 0.41% (n = 330,000);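 active means at least 40% inhibition at 20 µM here, with at most 30% in a related deaminase screen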;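 further: plate controls were A3A with DMSO for no effect and wells lacking A3A enzyme for full effect; some results filed as inactive read as strong as hits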
EBI2 block = blocks human EBI2 receptor beta-arrestin signaling; actives 0.81% (n = 360,000); inhibition, % at 5 µM; EBI2 beta-arrestin recruitment, luminescence, 7a,25-OHC stimulated; in the data active means inhibition above about 38%;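 further: enzyme fragment complementation signal reports receptor beta-arrestin coupling in cells; 0% = agonist plus DMSO wells and 100% = wells without agonist; some results beyond the cut were filed as inactive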
CXCR6 block = CXCR6 (human) receptor inhibition; CHO-K1 PathHunter CXCR6 beta-arrestin, luminescence; inhibition, % at 20 µM; actives 0.36% (n = 360,000); AID 602244; in the data active means inhibition above about 34%, passing the limit was not always enough;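 further: antagonist mode with CXCL16 agonist at 10 nM final; 0% = 10 nM CXCL16 with DMSO and 100% = unstimulated wells without agonist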
Target sequence (O00574 whole entry, looked up): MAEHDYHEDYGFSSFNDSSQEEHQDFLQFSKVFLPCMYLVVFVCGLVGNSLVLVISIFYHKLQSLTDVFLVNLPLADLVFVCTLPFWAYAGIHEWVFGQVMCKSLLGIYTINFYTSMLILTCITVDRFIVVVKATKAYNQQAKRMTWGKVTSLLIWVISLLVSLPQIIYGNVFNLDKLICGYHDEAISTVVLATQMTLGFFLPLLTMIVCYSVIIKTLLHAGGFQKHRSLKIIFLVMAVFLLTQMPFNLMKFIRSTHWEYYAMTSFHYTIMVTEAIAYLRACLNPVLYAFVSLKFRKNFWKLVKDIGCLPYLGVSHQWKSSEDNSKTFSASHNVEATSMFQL
Gli-Sufu block = Gli-Sufu pathway antagonism | actives 0.74% (n = 340,000) | inhibition, % at 5 µM | Sufu-KO-LIGHT fibroblasts, Gli luciferase reporter luminescence;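 active means inhibition above about 55%, limit read from the data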;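 further: 0% = DMSO-treated cells and 100% = wells with medium but no cells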
GRIN3A LBD mod = modulates the human NR3A ligand-binding domain | NR3A LBD differential scanning fluorimetry, Tm shift; 0% = protein alone, 100% = glycine-bound protein | Tm shift relative to glycine control, % at 25 µM | actives 2.5% (n = 340,000) | AID 1259313;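 active means melting temperature shift of at least 10% of the positive control shift, at one fixed dose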
Numbers without * were called inactive; / = no result given.

SMILES | MPTP block | CCR6 antag | APOBEC3G inh | APOBEC3A inh | EBI2 block | CXCR6 block | Gli-Sufu block | GRIN3A LBD mod
COc1ccc(N2CCN(C(=O)CCNS(=O)(=O)c3ccccc3)CC2)cc1 | -0.5 | -2 | -2 | 1 | 3 | -7 | 2 | -2
COc1ccc2nc(NC(=O)C3CCCN(S(=O)(=O)c4cccc5nsnc45)C3)sc2c1 (centres undefined) | 0.2 | 13 | -5 | -4 | 12 | -6 | 0 | -3
COc1ccc(CCNC(=O)c2c(C)cc(=O)oc2C)cc1OC | -1.9 | -14 | -7 | 0 | -8 | 6 | -1 | 1
CN(C)C(=O)N1CCC(C(=O)NCc2ccc(F)cc2Cl)CC1 | 0.8 | 3 | -3 | -3 | -4 | 1 | -2 | 1
N#CCN1C(=O)C2CCCN2c2ccc(S(=O)(=O)N3CCOCC3)cc21 (centres undefined) | -0.3 | -4 | 3 | 3 | -15 | 3 | -2 | 0
CC1=C(C(=O)Nc2ccccc2C(F)(F)F)C(c2sccc2C)NC(=S)N1 (centres undefined) | -4.5 | 8 | -7 | -8 | -10 | 1 | 1 | 1
Cn1nccc1C(=O)Nc1ccc(OC(=O)c2ccnn2C)cc1 | 3.5 | 4 | -2 | -2 | 2 | -2 | 7 | -2
CCOc1ccc(N(CC)C(=O)CCS(=O)(=O)c2cccc3nonc23)cc1 | -3.8 | 3 | -6 | 0 | -9 | -1 | -8 | 2
CCOc1ccc(N=Cc2c(O)c3ccccc3oc2=O)cc1 | 1.6 | -3 | -1 | 0 | -4 | -8 | 27 | 3
CCCCn1c(=O)[nH]c2c(oc3ccccc32)c1=O | 1.0 | 8 | -4 | 0 | 2 | -8 | -11 | 2
Cc1ccc(NC(=O)C(c2ccccc2)c2ccccc2)nc1 | -0.5 | 21 | -7 | -5 | -6 | 12 | 2 | -3
Cc1ccc(S(=O)(=O)NCC(=O)N(CC(=O)NCc2ccco2)Cc2ccccc2)cc1 | -3.0 | 9 | -10 | -3 | -5 | -4 | 0 | -1
CC1(C)Oc2ccc3ccc(=O)oc3c2C(/C=N/O)C1=O (centres undefined) | -0.6 | 2 | 2 | 2 | -17 | 5 | -10 | 0
O=C(Nc1cc(-c2ccccc2)[nH]n1)c1ccc(Cl)cc1 | 11 | -3 | -11 | -5 | 5 | -4 | -68 | 18*
Cc1ccc(S(=O)(=O)N2CCc3ccccc3CC2)cc1 | -0.2 | 10 | / | / | -1 | 6 | 27 | 2
CON(C)S(=O)(=O)c1cccc(C(=O)Oc2ccc(N(C)S(=O)(=O)c3ccccc3)cc2)c1 | -1.5 | 14 | -5 | 1 | 7 | 10 | 7 | 0
Cc1ccc(C)c(NC(=O)CSc2ccc(-c3cccs3)nn2)c1 | -17 | -15 | -3 | 1 | 13 | -11 | -3 | -1
O=C(Nc1ccc2c(c1)OCCO2)c1cccc(Br)c1 | 0.1 | 5 | -8 | -3 | 4 | -3 | -78 | -10
CCOC(=O)/C(C#N)=C\c1ccc(OCC(=O)Nc2ccc(C)cc2C)c(OC)c1 | 2.3 | -1 | -1 | 0 | -4 | -12 | 0 | 3
CCCOc1ccc2cc(C(=O)NCc3ccccc3)c(=O)oc2c1 | 0.7 | 4 | -9 | -1 | 3 | 6 | 4 | 1

An excerpt from above in order of their number in MPTP block, falling:
Compound	MPTP block	CCR6 antag	APOBEC3G inh	APOBEC3A inh	EBI2 block	CXCR6 block	GRIN3A LBD mod
COc1ccc2nc(NC(=O)C3CCCN(S(=O)(=O)c4cccc5nsnc45)C3)sc2c1 (centres undefined)	0.2	13	-5	-4	12	-6	-3
N#CCN1C(=O)C2CCCN2c2ccc(S(=O)(=O)N3CCOCC3)cc21 (centres undefined)	-0.3	-4	3	3	-15	3	0
CCOc1ccc(N(CC)C(=O)CCS(=O)(=O)c2cccc3nonc23)cc1	-3.8	3	-6	0	-9	-1	2

Returning to the listing, repeating the 2 entries before the break.
SMILES | MPTP block | CCR6 antag | APOBEC3G inh | APOBEC3A inh | EBI2 block | CXCR6 block | Gli-Sufu block | GRIN3A LBD mod
CCOC(=O)/C(C#N)=C\c1ccc(OCC(=O)Nc2ccc(C)cc2C)c(OC)c1 | 2.3 | -1 | -1 | 0 | -4 | -12 | 0 | 3
CCCOc1ccc2cc(C(=O)NCc3ccccc3)c(=O)oc2c1 | 0.7 | 4 | -9 | -1 | 3 | 6 | 4 | 1
CCn1c(C(c2ccccc2)c2ccccc2)n[nH]c1=S | 2.8 | 9 | 28 | -6 | -1 | 3 | 2 | -1
CCN(CC)c1nc(OC)nc(-n2nnc(C(C)=O)c2C)n1 | 6.0 | 17 | -2 | -2 | 2 | 1 | 2 | 0
CCCNc1nc(C)c(C(C)=O)cc1C#N | -3.8 | 37 | -4 | -2 | -4 | -10 | 5 | 1
COCC(C)N1CCC(Oc2ccc(C(=O)N3CCCC3)cc2)CC1 (centres undefined) | -0.4 | 16 | -4 | 1 | 0 | 5 | -1 | 2
Cc1onc(-c2ccccc2)c1C(=O)Nc1ccc(S(=O)(=O)N2CCOCC2)cc1 | 0.0 | 9 | -8 | -2 | 2 | -19 | -28 | 2
O=C(COc1ccccc1[N+](=O)[O-])N/N=C/c1ccc(O)cc1 | -0.4 | 16 | -3 | -2 | 7 | 2 | 45 | 1
Cc1ccc(-n2ncc3c2CCCC3NC(=O)CCC2=NNC(=O)CC2)cc1C (centres undefined) | -0.2 | 5 | -1 | 1 | 11 | -2 | 9 | 1
Cc1ccc(-c2noc(CCCc3ccccc3)n2)cc1 | 1.2 | 9 | 3 | -3 | 1 | -12 | 3 | 9
C#CCCCc1nc2ccccc2c(=O)n1N | 5.8 | -12 | -1 | -1 | 13 | 2 | -5 | 0
Cc1cc(C)n(-c2ccc(C(=O)N3CCN(c4ccccn4)CC3)cc2)n1 | -0.2 | -14 | -4 | -1 | -1 | -2 | -2 | 0
CCCCN(C)C/C(O)=C(\C#N)c1nc(-c2ccccc2)cs1 | 2.4 | 5 | -14 | -4 | -3 | 8 | -23 | 0
COc1ccc(N(CC(=O)N2CCCCC2)S(=O)(=O)c2ccccc2)c(OC)c1 | -0.2 | -4 | -7 | -4 | 8 | -2 | 1 | 1
N=c1n(CCO)c2ccccc2n1CCN1CCCCC1 | -2.0 | 1 | -8 | -5 | 0 | 0 | 8 | 0
N/C(=N\OC(=O)c1csnn1)c1ccc(C(F)(F)F)cc1 | 2.1 | -3 | -9 | -5 | 7 | 0 | 9 | -1
CCCn1c(N2CCOCC2)nc2c1c(=O)[nH]c(=O)n2C | 0.0 | -2 | -9 | -2 | -5 | -2 | -5 | -1
COc1ccc(CC(=O)OCC(=O)Nc2cc(Cl)ccc2C)cc1 | -0.1 | 5 | 4 | 3 | -5 | 0 | 8 | -3
CCOc1ccc(N(CC(=O)NCCc2ccc(C)cc2)S(=O)(=O)c2c(C)noc2C)cc1 | -1.0 | 8 | -7 | -2 | 6 | 5 | 6 | 0
O=C(/C=C/c1cccc([N+](=O)[O-])c1)Nc1ccccc1N1CCOCC1 | 0.2 | 14 | -8 | -3 | 7 | 4 | -6 | -2
CCCCc1ccc(NC(=O)CSc2nc(=O)n(CCN(CC)CC)c3c2CCC3)cc1 | -1.2 | 11 | -8 | -3 | 36 | 6 | 35 | 2
CN(C)CCCN(C(=O)/C=C/c1cccs1)c1nc2c(F)cccc2s1 | 0.5 | 24 | / | / | 6 | 12 | 3 | 1
Oc1ccccc1C=NCCCCCCN=Cc1ccccc1O | 3.3 | 3 | 0 | 0 | -14 | -6 | 0 | 2
CCCNC(=O)Cn1c(=O)n(CC(=O)N2CCCCC2)c(=O)c2sccc21 | 0.0 | 8 | -1 | 1 | 3 | -1 | 19 | 1
CCOc1ccccc1C1c2[nH]c3ccccc3c2C[C@H]2C(=O)N(C3CC3)CC(=O)N12 (some centres undefined) | 0.4 | 4 | -5 | -2 | -20 | -5 | 7 | 0
O=c1c(Cc2c(F)cccc2Cl)c(O)ccn1CCCn1ccnc1 | -1.7 | -1 | -2 | -5 | 5 | -7 | -7 | -2
Cn1c(SCC(=O)NCC2CCCO2)ncc(C(=O)Nc2ccccc2)c1=O (centres undefined) | -0.6 | 17 | -4 | 0 | -9 | 8 | -3 | -1
CCOc1cc2[nH]c(=O)n(CCCC(=O)NCc3ccco3)c(=O)c2cc1OCC | 0.2 | 4 | -6 | -5 | 1 | -4 | 5 | 2
O=S(=O)(c1ccc(Nc2ccc3c(c2)OCO3)nc1)N1CCOCC1 | -0.1 | 16 | 44* | 1 | 9 | 11 | -1 | -26
COc1cccc(C2C(C(=O)OC(C)C)=C(C)Nc3ncnn32)c1 (centres undefined) | 0.6 | 4 | -2 | 4 | -2 | -1 | 7 | 0
FC(F)(F)c1cnc(N2CCSCC2)c(Cl)c1 | -2.4 | 7 | -7 | -4 | -3 | 0 | 2 | 0
COc1cc(Cl)c(S(=O)(=O)n2cnc(C)c2)cc1Cl | -0.2 | 1 | 1 | 2 | -4 | -4 | -1 | 0
COc1ccc(S(=O)(=O)N2CCN(C(=O)Nc3ccccc3OC)CC2)cc1 | -0.2 | 14 | -8 | -3 | 11 | 3 | 4 | 3
CC(C)Cn1c(Cc2ccccc2)n[nH]c1=S | 0.0 | -9 | 29 | -4 | -8 | -4 | -4 | -1
COc1ccc(CC(=O)OCC(=O)NCCc2ccccc2)cc1OC | 9.4 | -24 | -6 | 2 | 5 | 12 | -5 | -5
O=C(CN1C(=O)NC2(CCCCCC2)C1=O)NCc1ccc(Cl)cc1 | 0.7 | 4 | -5 | -1 | 6 | -1 | 15 | -1
CC1CCN(S(=O)(=O)c2ccc3c(c2)c(=O)c(C(=O)NCc2ccco2)cn3C)CC1 | -0.2 | 19 | -8 | 0 | -2 | 6 | 4 | -11
CCOc1cc2[nH]c(=S)n(CC3CCCO3)c(=O)c2cc1OCC (centres undefined) | 1.4 | 4 | -5 | -3 | 15 | 0 | 5 | -1
COc1ccc(NC(=O)c2sc3nc(N4CCOCC4)c4c(c3c2N)CC(C)(C)OC4)cc1 | -3.4 | 0 | -11 | -3 | 21 | 6 | 12 | -1
CC1CN(CCOCCSc2ccccc2)CC(C)O1 (centres undefined) | 1.3 | -2 | -2 | -1 | -8 | 1 | -1 | 0
CCc1cccc(CC)c1NC(=O)/C(C#N)=C/c1ccccc1C(F)(F)F | -0.4 | 23 | -1 | 0 | 1 | 2 | 2 | 5
O=C(CC(c1ccccc1)c1ccccc1O)NCc1ccco1 (centres undefined) | -1.2 | 0 | -3 | -10 | 0 | 5 | 3 | 2
COc1ccc(-c2noc(-c3ccccc3C(=O)NCc3ccco3)n2)cc1OC | -0.8 | 6 | -8 | -6 | 3 | 6 | 26 | 1
C[C@H](NC(=O)Cc1cccc2ccccc12)C(=O)NCc1ccccc1 | -0.2 | 14 | -6 | 0 | -1 | 2 | -2 | -2
Cc1cccc2nc3c(nc12)-c1ccccc1C3=O | 4.3 | 1 | 4 | 3 | 9 | -4 | -20 | 2
Cc1ccc(Cl)cc1N1CCN(C(=O)COc2ccc(S(=O)(=O)NC(C)C)cc2)CC1 | 20 | 5 | 3 | 3 | 1 | -6 | 8 | -10
CC(C)N(Cc1nc(-c2ccccc2)no1)C(=O)COc1ccccc1 | -3.4 | 10 | -10 | -3 | -2 | 6 | 5 | 1
COc1ccc(CN(C(=O)c2ccco2)C2CC(C)N(C)CC2C)cc1 (centres undefined) | -0.7 | -6 | -6 | -3 | -6 | -2 | 5 | 2
O=C(CN(CCN1CCOCC1)C(=O)Cn1nnc(-c2ccc(F)cc2)n1)NC1CCCCC1 | -0.2 | -9 | -8 | -8 | -2 | 11 | / | -98
CC(C)c1ccc(/C=C2\C(=O)N(CCN3CCOCC3)C(=S)N2C)cc1 | -0.4 | 31 | -6 | -2 | 16 | 2 | 13 | 2
COC(=O)c1cc(S(=O)(=O)Nc2cc(OC)cc(OC)c2)c[nH]1 | -1.2 | 4 | -6 | -4 | 14 | -13 | 23 | 0
O=C(NC1CCCC1)C1CCCN(S(=O)(=O)c2cccc3cccnc23)C1 (centres undefined) | -1.4 | 12 | -6 | -3 | -8 | -12 | -9 | 2
COC(=O)c1cn(CC(=O)N2CCCCC2C)c2ccccc12 (centres undefined) | 15 | 7 | 0 | 7 | -8 | 3 | 28 | 0
